SRC1 TRFRET art – TR-FRET detection interference compounds, primary screen, artefact control for PPARgamma SRC-1 recruitment agonists, biochemical, TR-FRET emission ratio; TR-FRET detection artefact counter-screen; active compounds read high; TR-FRET ratio at 8 µM; actives 0.34% (n = 99,000); in the data active means TR-FRET ratio above about 2300; further: inactives centre near 1800
SRC3 TRFRET art – TR-FRET detection interference compounds, artefact control for PPARgamma SRC-3 recruitment agonists, biochemical, TR-FRET ratio | TR-FRET artefact counter-screen, PPARgamma/SRC-3 format; active compounds read high | TR-FRET ratio at 8 µM | actives 0.39% (n = 99,000); in the data active means TR-FRET ratio above about 2000; further: inactives centre near 1600
Active calls of the source: *.

Structure,SRC1 TRFRET art,SRC3 TRFRET art
CCN(c1ccc(NC(=O)COC(=O)c2cc3ccccc3oc2=O)cc1)C(C)C,1920,1692
O=C(/C=C\Nc1ccc2c(c1)OCO2)c1cccs1,1682,1542
Cc1noc(C)c1C(=O)OCC(=O)Nc1c(F)cccc1F,1688,1628
Cc1ccccc1N1CC(O)(c2ccccc2)[N+]2=C1SCC2 (stereo unspecified),1648,1379
CC1CN(C(=O)C(C)Sc2nnnn2C)CC(C)O1 (stereo unspecified),1750,1696
CC(C)c1ccc(C(=O)N2CCCN(C(=O)c3ccc(C(C)C)cc3)CC2)cc1,2029,1630
N=c1oc2ccc3ccccc3c2cc1C(N)=S,1741,1606
O=C(c1ccco1)N1N=C(C2CCCCC2)CC1(O)C(F)(F)F (stereo unspecified),2077,1486
CC(=O)c1cc(C(=O)c2ccccc2)sc1Nc1ccccc1,1878,1533
Cc1ncoc1C(=O)N1CCCC(C(=O)c2ccc3c4c(cccc24)CC3)C1 (stereo unspecified),1769,1605
CCN(CC)C(=S)NC(=O)Cc1ccccc1,1749,1692
C/C(=N\NC(=O)c1ccoc1C)c1cccnc1,1716,1701
COc1ccc2[nH]c(=O)c(CN(Cc3cccnc3)C(=S)NCC3CCCO3)cc2c1 (stereo unspecified),1513,1672
COc1ccc(C(=O)/C=C/C(=O)N(Cc2ccccc2)C(C(=O)NC2CCCCC2)c2ccncc2)c(O)c1 (stereo unspecified),1670,1465
Nc1nc(-c2sc3nc4c(cc3c2N)CCCC4)nc(N2CCOCC2)n1,2039,1488
COc1ccc([N+](=O)[O-])cc1NC(=O)Nc1ccc(OC)c(OC)c1,1820,1939
Cc1ccc(S(=O)(=O)n2nc(-c3ccco3)nc2N)cc1,1476,1482
CC(=O)c1ccc(NC(=O)C2CC(=O)N(C(C)C)C2)cc1 (stereo unspecified),1984,1399
CCOC(=O)C1(CCCc2ccccc2)CCN(C(=O)C(C)n2cncn2)CC1 (stereo unspecified),1610,1592
O=C(O)c1ccc(COc2ccccc2[N+](=O)[O-])o1,1645,1499
COc1ccc(C(=O)OCCOc2ccccc2C(C)=O)c(O)c1,1862,1672
Cc1ccc(Cl)c(NC(=O)CN(C)CC(=O)Nc2ccc(F)c(F)c2F)c1Cl,1715,1581
CC(C)OP(=O)(OC(C)C)C(Nc1ccccn1)c1ccc(F)cc1 (stereo unspecified),1677,1576
O=C(CCCc1nc(-c2ccccc2)no1)NCc1cccnc1,1726,1272
Clc1cccc(CNCCNCc2cccc(Cl)c2)c1,1714,1311

Reprinted at random: three entries already listed
Structure,SRC1 TRFRET art,SRC3 TRFRET art
O=C(O)c1ccc(COc2ccccc2[N+](=O)[O-])o1,1645,1499
CC(C)OP(=O)(OC(C)C)C(Nc1ccccn1)c1ccc(F)cc1 (stereo unspecified),1677,1576
O=C(c1ccco1)N1N=C(C2CCCCC2)CC1(O)C(F)(F)F (stereo unspecified),2077,1486

Next results follow:
Structure,SRC1 TRFRET art,SRC3 TRFRET art
CCN(CC)Cc1oc(CO)cc(=O)c1O,1895,1723
Cc1ccc(S(=O)(=O)NC(C(=O)N2CCOCCOCCOCCOCC2)c2ccccc2)cc1 (stereo unspecified),1638,1516
Cc1ccc(CNC(=O)/C=C/c2ccc(S(=O)(=O)NCc3ccco3)cc2)cc1,1967,1605
O=C(Nn1c(-c2ccc(Br)cc2)nc2ccccc2c1=O)c1cccnc1,1761,1690
COc1ccc2nc(SCC(=O)Nc3cc(OC)c(OC)cc3C(=O)O)c(C)cc2c1,1545,1419
COc1ccc(/C=N/NC(=O)CCc2n[nH]c(=O)[nH]c2=O)cc1OC,1586,1587
CCOC(=O)C(Oc1ccc2c(-c3ccccc3)cc(=O)oc2c1)c1ccccc1 (stereo unspecified),1721,1589
O=C(CCCNC(=O)/C(=C/c1ccccc1F)NC(=O)c1ccccc1)OCc1ccccc1,1517,1394
CCN(CC)S(=O)(=O)c1ccc(OC)c(NC(=O)c2cccc(C)c2[N+](=O)[O-])c1,1997,1796
CCN(C(=O)C(C)OC(=O)C1C(C(=O)OC)=C(C)NC(C)=C1C(=O)OC)c1ccccc1 (stereo unspecified),1599,1380
Cn1cc(C(N)=O)c2ccccc21,1811,1698
CCNC(=O)C(Cc1ccccc1)NC(=O)OCc1ccccc1 (stereo unspecified),1992,1673
CCN(CC)S(=O)(=O)c1cc(Cl)ccc1OC,1821,1501
CN(CCc1cn[nH]c1)Cc1nc(C(c2ccccc2)c2ccccc2)no1,1715,1435
O=C(c1cn(-c2ccccc2)nc1-c1ccc(Br)cc1)N1CCOCC1,1785,1684
Brc1ccc(-n2c(SCc3nc4ccccc4[nH]3)nnc2-c2ccncc2)cc1,1543,1581
COc1ccc(NCC(=O)N/N=C(\C)c2cc3ccccc3o2)cc1,1798,1595
COc1ccc(C(=O)O)cc1S(=O)(=O)N(C)C,1727,1481
CSCCC(NC(=O)COc1ccccc1)C(=O)Nc1ccc(C)cc1 (stereo unspecified),1822,1527
O=C(COC(=O)c1n[nH]c2ccccc12)Nc1ccccc1,1981,1748
CC(CNC(=O)C(C)(C)C)NC(=O)C(C)(C)C (stereo unspecified),1875,1581
COc1ccc2oc(=O)c(/C(C)=N/Nc3nc(-c4cc(C)ccc4C)cs3)cc2c1,1949,1460
COc1ccc(/C(C)=N/NC(=O)CNC(=O)/C=C\c2ccco2)cc1,2178,1509
CCN1CCN(C(=O)N2CCOCC2)CC1,1721,1628
CCC(=O)NC(=S)Nc1cc(C(=O)O)ccc1OC,1926,1523
COc1ccc(-c2cc(C(F)(F)F)n3ncc(C(=O)N4CCc5ccccc5C4)c3n2)cc1,1809,1576
CCCCCC(=O)NC(=S)Nc1ccc(Br)cc1C,1838,1407
C#CCOCCOCCOCCNc1nc(N2CCOCC2)nc(N2CCN(C(=O)[C@H]([C@@H](C)CC)n3cc(CCCN=C(N)N)nn3)CC2)n1,1746,1411
O=C1CCC(=O)N1OCCOc1ccc(Cl)c2ccccc12,1695,1372
N#C/C(=C\c1cn(CCOc2ccccc2F)c2ccccc12)C(=O)NCc1cccs1,1805,1587
Cc1ccc(C(=O)N/N=C/c2cccc(OC(=O)/C=C/c3ccco3)c2)cn1,1836,1703
COc1ccc(CNC(=O)COC(=O)CCCOc2ccc(Cl)cc2Cl)cc1,1784,1694
NS(=O)(=O)c1ccc(CNS(=O)(=O)c2ccc(Cl)nc2)cc1,1942,1655
COc1ccc(OCC(=O)Nc2ccc(N3CCC(C)CC3)cc2)cc1,1664,1389
CCn1cc(CN2CCN(Cc3ccsc3)C(CCO)C2)cn1 (stereo unspecified),2034,1532
Cc1cc(/C=C2/C(=N)N3C(=NC2=O)SN=C3S(C)(=O)=O)c(C)n1-c1ccccc1,1758,1804
CCOC(=O)c1cccc(N2C(=O)Nc3ccccc3N2O)c1,2001,1511
COc1cc(/C=C/C(=O)OCC(=O)NC(=O)NC(C)(C)C)cc(OC)c1OC,1394,1555
C=CCn1c(O)c(N=NC(=S)Nc2cccc(C)c2)c2ccccc21,1766,1678
Cn1c(=O)n(C)c2cc(/C=N/NC(=O)c3ccncc3)ccc21,2073,1518
Cc1cccc(NC(=O)c2sc(NC(=O)COc3ccccc3)c(C#N)c2C)c1C,1820,1753
CC1C(C#N)=C(N)OC2=C1C(=O)CC(c1ccccc1)C2 (stereo unspecified),1638,1706
O=C(COc1ccccc1O)NNc1ccccc1,1720,1612
CCOC(=O)C1(Cc2cccc(OC)c2)CCN(Cc2cnc(N)nc2)CC1,1882,1457
O=C(CN(CCc1ccccc1)S(=O)(=O)c1ccc(Cl)cc1)N/N=C/c1ccc2c(c1)OCO2,1660,1312
O=C(NCc1ccccc1)c1ccccc1CO,1874,1621
CCCOc1ccc(C(=O)Nc2ccc(S(=O)(=O)Nc3onc(C)c3C)cc2)cc1,1968,1885
C/C(=N\Nc1cc(N2CCOCC2)ncn1)c1cccc([N+](=O)[O-])c1,1891,1599
NC(=O)[C@@H]1CCOc2c(I)cc([N+](=O)[O-])cc2C(=O)N[C@@H](CO)C(=O)NCC(=O)N1,1676,1561
COCCN(CCOC)S(=O)(=O)c1ccc(C(=O)Nc2nnc(CSC)o2)cc1,1828,1487

By substructure: those above with a CF3 group.
Structure,SRC1 TRFRET art,SRC3 TRFRET art
O=C(c1ccco1)N1N=C(C2CCCCC2)CC1(O)C(F)(F)F (stereo unspecified),2077,1486
COc1ccc(-c2cc(C(F)(F)F)n3ncc(C(=O)N4CCc5ccccc5C4)c3n2)cc1,1809,1576

(more compounds)
structure | SRC1 TRFRET art | SRC3 TRFRET art
CCc1ccc2[nH]c(=O)c(CN(CCN(CC)CC)C(=S)NCc3ccco3)cc2c1 | 1596 | 1267
CCCCN(CC)Cc1ccc(CNC(=S)Nc2ccc(C)cc2Cl)o1 | 1858 | 1471
Cc1ccc(NCCC(=O)c2cccs2)cc1 | 1661 | 1493
O=c1[nH]c(CN2CCN(S(=O)(=O)c3cccs3)CC2)nc2c(Br)cc(Br)cc12 | 1800 | 1430
CCCC(C)C(=O)NCc1ccncc1 (stereo unspecified) | 1870 | 1416
CC(C)(C)C(=O)Cn1ncc(N2CCOCC2)c(Br)c1=O | 1939 | 1689
COc1ccc(-n2cnc3cc(C(=O)NCCN4CCOCC4)ccc32)cc1 | 2002 | 1668
Cc1cccc(/C=N/n2c(-c3ccncc3)n[nH]c2=S)c1 | 1928 | 1656
CC(C)(C)NC(=O)NC(=O)COC(=O)COc1ccc2c(c1)CCC2 | 1958 | 1855
COc1cc(CC(=O)OCC(=O)Nc2sccc2C(N)=O)cc(OC)c1OC | 1688 | 1586

Nothing new here: 4 of the compounds above.
structure | SRC1 TRFRET art | SRC3 TRFRET art
COc1ccc(-n2cnc3cc(C(=O)NCCN4CCOCC4)ccc32)cc1 | 2002 | 1668
Cc1cccc(/C=N/n2c(-c3ccncc3)n[nH]c2=S)c1 | 1928 | 1656
CC(C)(C)NC(=O)NC(=O)COC(=O)COc1ccc2c(c1)CCC2 | 1958 | 1855
COc1cc(CC(=O)OCC(=O)Nc2sccc2C(N)=O)cc(OC)c1OC | 1688 | 1586

(list continues)
structure | SRC1 TRFRET art | SRC3 TRFRET art
Cc1nc(NC(=O)c2cccc(Cl)c2)sc1C(=O)N1CCCCC1 | 1587 | 1787
O=C(Nc1ccc2cn[nH]c2c1)c1c(Cl)cccc1Cl | 2051 | 1845
CC(=O)Nc1ccc(Nc2nc3c(S(=O)(=O)c4ccc(C)c(C)c4)nnn3c3ccccc23)cc1 | 1854 | 1563
Cc1c(C(=O)O)cccc1N1C(=O)Nc2ccccc2N1O | 1612 | 1813
COc1cccc2cc(C(=O)NCc3ccco3)c(=O)oc12 | 2012 | 1641
O=C1COc2ccc(C(=O)NC3CC3)cc2N1 | 1677 | 1402
COC(=O)c1ccc(NC(=O)Cn2cnc3c(nnn3-c3cccc(OC)c3)c2=O)cc1 | 1951 | 1403
C#CCOc1ccc(/C=N/O)cc1Cl | 2165 | 1764
CN1CCCC(OC(=O)c2cc(Cl)ccc2Cl)C1 (stereo unspecified) | 1933 | 1619
COc1ccc(C(=O)NCC(=O)N/N=C/c2ccc([N+](=O)[O-])s2)cc1OC | 1735 | 1682
CN(CC(=O)Nc1cccc(F)c1)CC(=O)Nc1ccccc1[N+](=O)[O-] | 1779 | 1747
N#CCOC(=O)C1CSC2(c3ccc(Br)cc3)CCC(=O)N12 (stereo unspecified) | 1723 | 1488
Cc1ccnc(NS(=O)(=O)c2ccc(NC(=O)c3ccc4c(c3)OCCO4)cc2)n1 | 1620 | 1536
Cc1ccc(SCC(=O)NC(=O)c2ccc(S(=O)(=O)N(C)C)cc2)cc1C | 1826 | 1761
C/C=C/C(=O)Nc1nnc(C2CCCCC2)s1 | 1545 | 1406
CC1CCCC(C)N1C(=O)CSc1nnc(NC(=O)c2cccs2)s1 (stereo unspecified) | 1935 | 1924
O=C(CC(=O)N/N=C\c1ccc([N+](=O)[O-])cc1)NCCc1ccccc1 | 1630 | 1349
Nc1ccc(C(=O)OCc2csc(-c3ccccc3)n2)cc1[N+](=O)[O-] | 1940 | 1653
Fc1ccc(CSc2ccc3nnc(-c4cccs4)n3n2)cc1 | 1790 | 1582
O=C(CSc1nc(NS(=O)(=O)c2ccccc2)cc(=O)[nH]1)Nc1ccc(Cl)cc1 | 1616 | 1535
Cc1ccc(Cl)c(NC(=O)COC(=O)c2ccccc2C(=O)c2ccc(Cl)c([N+](=O)[O-])c2)c1Cl | 1869 | 1787
Cn1c(Cc2ccccc2)nnc1SCC(=O)Nc1ccccc1 | 1718 | 1626
CCOc1ccc(CN2CCN(Cc3[nH]c4ccccc4c3C)CC2CCO)cc1 (stereo unspecified) | 1785 | 1693
Cc1ccc(Sc2ccc(NC(=O)CCl)cc2)c(C)c1 | 1724 | 1305
O=C(NC1CC1)C1=C[C@@H](c2ccc3c(c2)OCO3)C[C@@H](OCc2ccc(CO)cc2)O1 | 1572 | 1557
NC(=S)Nn1c(CCC(=O)O)ccc1-c1ccccc1 | 1969 | 1625
CC(C)(C)NC(=O)NC(=O)CN1CCN(C(c2ccccc2)c2ccccc2)CC1 | 1984 | 1691
NNC(=S)Nc1ccccc1Cl | 2042 | 1713
COC(=O)c1sccc1NC(=O)/C=C/c1ccc(Cl)cc1 | 1676 | 1432
CCN1CCN(c2cc(N3CCc4ccccc4C3)c(F)cc2[N+](=O)[O-])CC1 | 1637 | 1732
CC1(C)NC(=O)N(CC(O)COc2ccccc2C(=O)Nc2ccccc2)C1=O (stereo unspecified) | 1622 | 1659
COc1ccc(S(=O)(=O)n2nc(OC(=O)c3ccc(C)cc3)cc2N)cc1 | 1746 | 1733
N#CCc1c(C#N)c(N)nc(N2CCN(C=O)CC2)c1C#N | 1824 | 1701
CC1=C(C(=O)OC2CCCC2)C(c2coc3ccccc3c2=O)C2=C(CCCC2=O)N1 (stereo unspecified) | 1698 | 1654
CC(C)Nc1nc2ccccc2c(=O)[nH]1 | 1824 | 1800

Screening results: PubChem, The Scripps Research Institute Molecular Screening Center
